Bioassay records as filed in PubChem.
PG9 binder: binds the HIV-1 gp120 antibody PG9. TR-FRET gp120-PG9 antibody binding. inhibition, % at 6.7 µM. AID 624416. 360,000 compounds, 0.43% hits; in the data active means inhibition above about 8.5%
ASAP1 GAP inh: blocks human ASAP1-stimulated Arf1 GTP hydrolysis; Q9ULH1; GDP FP detection; inhibition, % at 16.5 µM; 360,000 compounds, 0.19% hits; AID 624377; in the data active means inhibition above about 25%;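 further: 0% = vehicle with enzyme and substrate and 100% = no enzyme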
Target sequence (Q9ULH1 325-724 limits assumed): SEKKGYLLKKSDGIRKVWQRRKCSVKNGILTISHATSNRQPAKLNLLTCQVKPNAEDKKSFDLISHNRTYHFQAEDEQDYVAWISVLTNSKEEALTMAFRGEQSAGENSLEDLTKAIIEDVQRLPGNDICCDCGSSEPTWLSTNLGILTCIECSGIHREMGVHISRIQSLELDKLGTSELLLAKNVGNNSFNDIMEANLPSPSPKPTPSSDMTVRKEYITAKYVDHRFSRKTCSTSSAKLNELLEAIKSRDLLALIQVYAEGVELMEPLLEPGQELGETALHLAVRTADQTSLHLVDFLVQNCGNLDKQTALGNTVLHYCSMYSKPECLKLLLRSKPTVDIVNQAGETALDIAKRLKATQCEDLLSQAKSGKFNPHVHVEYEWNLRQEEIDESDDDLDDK
rCAG RNA binder: r(CAG) repeat RNA binding | inhibition, % at 3 µM | 370,000 compounds, 1.3% hits | AID 651821 | TO-PRO-1 dye displacement fluorescence;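 active means inhibition above the plate cutoff, the mean of all test compounds on that plate plus 3 SD, cut at about 35% in these data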;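 further: 0% = DMSO alone and 100% = 100 µM mitoxantrone as full dye displacement; higher means more dye released from RNA so lower well fluorescence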
HTRA1 inhibitor: inhibitors of human serine peptidase HTRA1; 340,000 compounds, 0.5% hits; Q92743; recombinant HTRA1, FP-rhodamine activity-based probe, fluorescence polarization; inhibition, % at 5.96 µM; in the data active means inhibition above about 36%;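 further: 0% = enzyme with DMSO and 100% = wells lacking enzyme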
NPR2 activator: GC-B (human) receptor activation; HEK293-GC-B cells, CNP EC30, cGMP TR-FRET; 0% at EC30 CNP, 100% saturating CNP; activation, % at 10 µM; 370,000 compounds, 0.11% hits; AID 1920062;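 active means activation at 10 µM reaching about 35% in either raw or pattern-adjusted values, limit read from the data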
SMARCA2 act: increases SMARCA2 function in MMTV reporter cells | 370,000 compounds, 1% hits | MG213 cells, MMTV-luciferase reporter, dexamethasone, overnight | activation, % at 9.1 µM; in the data active means activation above about 7.8%;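 further: 0% = vehicle wells and 100% = reference activator wells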
Rev-erbA mod: modulates human Rev-erb alpha binding to DNA; Rev-erbα–FITC-DNA binding, fluorescence polarization, 90 min; activity, % at 10 µM; 370,000 compounds, 0.79% hits; AID 1259318;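 active means activity above about 14%, limit read from the data; passing the limit was not always enough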;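 further: 0% = DMSO wells with 35 nM protein and 100% = DMSO wells with 750 nM protein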
NPR1 activator: GC-A (human) enzyme activation; P16066; HEK293 GC-A cells, cGMP TR-FRET, EC30 ANP; 0% at EC30 ANP, 100% saturating ANP; activation, % at 10 µM; 370,000 compounds, 0.14% hits; in the data active means activation above about 40%
ARFGAP1 inh: inhibitors of rat ARFGAP1. Q62848. Arfgap1-stimulated ARF1 GTP hydrolysis, GDP FP detection. inhibition, % at 16.5 µM. 360,000 compounds, 0.26% hits. AID 651572;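 active means inhibition above a per-plate limit, mean inhibition of low control wells plus 3 SD, cut at about 25% in these data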;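 further: 0% = DMSO wells with enzyme and 100% = wells lacking Arfgap1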
Target sequence (Q62848 1-136 limits assumed): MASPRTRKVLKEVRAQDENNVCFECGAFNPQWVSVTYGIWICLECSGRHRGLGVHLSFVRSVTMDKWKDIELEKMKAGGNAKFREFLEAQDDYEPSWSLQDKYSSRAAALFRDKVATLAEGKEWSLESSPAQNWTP
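system = rat Arfgap1 catalytic domain, aa 1-136 | technique = FP, GDP Alexa 633 tracer displaced from anti-GDP antibody, 620/688 nm | compound = one concentration, 16.5 µM, DMSO 1.26% | medium = HEPES-based buffer, pH 7.5 | timing = compound-enzyme preincubation 20 min, reaction 120 min, detection 60 min, 25 °C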
mABHD4 FP: ABHD4 (mouse) inhibition, primary FP screen. Q8VD66. purified mABHD4, FP-Rh probe fluorescence polarization. inhibition, % at 8.92 µM. 370,000 compounds, 0.54% hits. AID 720543;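 active means inhibition exceeding the mean over every tested compound plus 3 SD, cut at about 30% in these data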;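 further: 0% = plate median of compound wells and 100% = S159A mutant with DMSO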
Target sequence (Q8VD66 whole entry, looked up): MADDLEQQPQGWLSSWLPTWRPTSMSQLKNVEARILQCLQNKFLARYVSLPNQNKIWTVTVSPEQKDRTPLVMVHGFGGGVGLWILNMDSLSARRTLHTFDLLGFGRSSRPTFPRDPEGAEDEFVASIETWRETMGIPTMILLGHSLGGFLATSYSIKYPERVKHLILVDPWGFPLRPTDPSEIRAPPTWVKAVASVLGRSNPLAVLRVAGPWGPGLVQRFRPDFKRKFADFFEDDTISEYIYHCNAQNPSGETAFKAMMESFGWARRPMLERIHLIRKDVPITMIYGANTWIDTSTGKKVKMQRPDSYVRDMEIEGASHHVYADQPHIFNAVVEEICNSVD
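Doses – 8.92 µM, single dose · Material – wild-type mouse ABHD4 protein · Replication – single well per compound (singlicate) · Measure – percent inhibition of probe binding, normalized to plate controls · Schedule – 45 min compound pre-incubation plus 60 min probe step, 25 °C · Detection – fluorescence polarization with parallel and perpendicular emission, 525/598 nm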
The depositor's hits bear a star; . = no result given.

Molecule	NPR1 activator	mABHD4 FP	NPR2 activator	rCAG RNA binder	HTRA1 inhibitor	Rev-erbA mod	PG9 binder	SMARCA2 act	ASAP1 GAP inh	ARFGAP1 inh
c1cnc(Oc2ccc3oc4ccccc4c3c2)nc1	14.7	-1.9	1.2	-3.0	7.5	5.1	-0.6	4.8	-0.7	-2.2
COc1ccc(NC2c3ccccc3C(=O)N2c2cccnc2)cc1 (configuration not stated)	-3.9	-5.6	-10.1	-0.1	3.0	-3.7	-2.5	-4.0	9.4	13.8
Cc1ccc(S(=O)(=O)Cc2ccc(C(=O)NC3CCCC3)o2)cc1	0.6	0.5	1.2	1.3	1.0	0.6	-1.4	-1.3	-10.1	7.4
Cc1cc(Br)cc2cn[nH]c12	0.1	-1.8	0.2	-1.4	-4.3	3.3	1.5	-1.8	3.2	14.0
O=C(Cc1cccc2ccccc12)NC(NC(=S)Nc1ccccc1Cl)C(Cl)(Cl)Cl (configuration not stated)	-2.2	-62.7	3.5	17.6	-51.5	4.4	-3.1	-3.4	6.6	3.7
COC(=O)c1sccc1-n1cccc1C(=O)C(=O)N1CCCCC1	-5.1	-3.5	4.7	-4.3	2.1	6.2	-2.9	0.1	2.4	0.9
O=C(c1ccc(Cl)c(S(=O)(=O)N2CCOCC2)c1)N1CCN(c2ccccc2F)CC1	3.0	-0.2	0.5	-7.8	2.5	0.3	0.4	-1.8	6.0	13.0
C/C(=N\NC(=O)C1COc2ccccc2O1)c1ccc(N2CCOCC2)cc1 (configuration not stated)	-2.8	-9.3	3.3	-3.6	-1.4	0.9	1.4	-1.3	-1.5	1.4
COC(=O)[C@H](Cc1ccccc1)NC(=O)NCC1CCCO1 (some centres not stated)	-3.5	-2.0	4.1	-0.7	-2.0	-6.1	-3.3	2.7	-9.0	-12.3
C[C@H](CO)N1C[C@H](C)[C@@H](CN(C)S(C)(=O)=O)Oc2c(NC(=O)C3CC3)cccc2C1=O	-0.1	10.1	0.5	0.7	-5.1	-0.1	-1.5	1.7	5.0	2.2
CCOc1ccc(S(=O)(=O)Nc2ccc(OC)nc2)cc1	-0.5	2.0	-0.2	0.2	8.3	5.7	1.8	-3.0	2.4	7.7
O=C(c1cc(-c2ccccc2)on1)N1CCc2ccccc2C1	-2.3	-0.1	1.1	-2.7	-23.6	-0.2	-1.1	-3.4	3.5	4.9
O=C1CCCc2[nH]nc(-c3cccnc3)c21	0.4	-6.4	0.9	-0.8	-2.0	-0.3	-2.1	-1.3	1.5	9.3
Cc1ccc(C)c(NC(=O)Cn2c([N+](=O)[O-])cnc2C)c1	1.9	2.0	2.9	-0.4	7.6	1.6	-0.8	-1.8	5.5	-2.6
COC(=O)[C@@]1(Cc2ccc(OC)cc2)[C@H]2c3cc(C(=O)N4CCCC4)n(CCn4cc([N+](=O)[O-])nc4C)c3C[C@H]2CN1C(=O)c1ccccc1	-0.1	3.0	-4.5	0.6	-6.7	-8.7	-1.3	0.2	-21.8	0.1
COC(=O)C1=C(O)C(C(=O)OC)C(c2ccc(C)cc2)C(C#N)(C#N)C1c1ccc(C)cc1 (configuration not stated)	0.0	6.3	0.4	1.1	-5.0	1.4	0.6	2.2	8.8	5.8
CCCn1c(=N)c(S(=O)(=O)c2ccc(F)cc2)cc2c(=O)n3ccccc3nc21	21.1	-7.3	17.0	-0.5	-0.7	-2.6	0.3	-0.6	-9.2	2.4
CS(=O)(=O)c1cccc(NC(=O)CSc2nnc3n2CCCCC3)c1	-0.9	-0.9	-2.2	-1.4	-3.5	4.4	-0.9	5.1	3.4	10.4
Cc1ccc(NC(=O)COC(=O)c2ccnn2C)cc1	3.4	-0.1	-0.4	-2.5	-1.6	6.4	-1.8	-0.1	4.1	6.7
COC(=O)N/N=C(\CCC(=O)O)c1cccs1	-1.1	3.9	4.0	0.8	-1.9	7.8	-0.5	-1.6	-9.0	16.2
COc1ccc(NC(=S)Nc2ccccc2)cn1	3.0	10.1	-0.9	1.9	2.9	-4.2	-1.0	-3.7	-11.0	-6.3
CN(c1ccccc1)c1nc(N)c([N+](=O)[O-])c(Nc2cccc(F)c2)n1	-12.1	1.3	-3.1	4.1	-25.6	0.8	-2.2	1.4	2.1	-4.5
Cc1cccc(NC(=O)C2CCCN2C(=O)NC2CCCCC2)c1 (configuration not stated)	2.4	1.6	-1.5	-0.3	4.5	3.8	1.2	-0.7	-8.2	-1.2
CCCn1nc(NC(=O)C2CCCO2)c2cc3cccc(C)c3nc21 (configuration not stated)	1.9	1.0	-1.8	1.9	.	-4.9	-1.1	0.2	-8.5	3.9
O=C(C(Cl)Cl)N1CC2CCC(CC2)C1	1.7	-1.0	0.3	1.1	5.8	-1.1	-3.1	3.8	4.8	-3.7
CCOC(=O)C1=NOC(C(=O)NC2CCCC2)(C(=O)c2ccc(OC)cc2)C1 (configuration not stated)	1.1	1.9	-1.1	3.3	.	-2.7	.	-4.7	.	.
Cc1ccc(SCC(=O)NNC(=O)CCS(=O)(=O)c2ccc(C)cc2)cc1	0.5	0.4	-1.7	1.1	0.0	-3.5	1.5	-2.6	4.4	-12.3
O=C(c1ccc(N2CCCC2=O)cc1)N1CCN(c2ccc(C(F)(F)F)cc2[N+](=O)[O-])CC1	2.7	-2.8	2.7	-1.0	-1.1	4.3	2.1	-4.3	-7.2	-5.6
CCOC(=O)C1=C(CS(=O)(=O)c2ccc(C)cc2)NC(=O)NC1c1cc(OC)c(OC)c(OC)c1 (configuration not stated)	-11.3	-3.0	-3.1	-3.4	5.5	0.1	-0.3	-2.2	-10.6	7.8
COC(=O)Cc1cnc(NC(=O)C2C3CCC(C3)C2C(=O)O)s1 (configuration not stated)	4.1	-1.7	-1.5	2.3	0.9	-2.3	0.8	0.6	-1.2	7.3
O=C(OCc1ccccc1)N1CCC2CC1c1c(Cl)cccc12 (configuration not stated)	-1.7	-7.2	-1.5	0.4	-11.9	-0.1	-1.4	-2.4	-0.3	1.0
CC1(C)Cc2c(sc3ncn(N)c(=N)c23)CO1	0.1	8.6	4.0	1.0	7.9	-0.1	-0.7	0.9	-0.1	1.6
NC(=O)CN1CCOCCOCCN(CC(N)=O)CCOCCOCC1	1.4	-0.7	4.0	-3.0	2.5	0.5	-0.8	-2.3	-0.4	-7.4
O=C(CN1C(=O)C2C3C=CC(C4CC34)C2C1=O)Nc1cnc2ccccc2c1 (configuration not stated)	-1.8	-4.4	0.5	1.3	3.5	8.0	-4.5	-1.1	3.9	-12.4
O=C(NCCCO)/C(=C/c1ccc(-c2cccc([N+](=O)[O-])c2)o1)NC(=O)c1ccccc1	-5.5	0.8	1.9	5.5	-5.0	4.4	-5.3	0.6	-2.6	-1.1
CCOc1cc(C2C3=C(CCCC3=O)NC3=C2C(=O)CCC3)cc(Cl)c1O	1.0	7.0	-1.8	-0.2	-1.9	-1.5	-0.7	-1.4	2.4	-1.3
CCOc1ccc(OCCC(=O)N(CC)CC(=O)Nc2ccccc2C(F)(F)F)cc1	2.8	1.4	5.5	-7.7	1.7	1.5	0.5	-3.3	0.6	6.2
C=C(C)c1cccc(C(C)(C)NC(=O)N2CCN(c3ccc(OC)cc3)CC2)c1	-3.0	-0.4	0.0	-8.5	-3.0	3.5	0.0	-1.9	-16.8	13.0
O=C(N/N=C/c1ccncc1)c1cnccn1	4.6	-20.6	8.4	-0.9	-2.0	-2.7	0.7	-0.8	6.2	6.1
Fc1ccc(-n2c(=S)[nH]c3cccnc32)cc1	3.9	1.8	11.0	2.0	3.1	-0.1	-0.7	1.2	-0.4	1.7
COc1ccc(CC(=O)Nc2nnc(-c3cccc([N+](=O)[O-])c3)s2)cc1	1.4	-2.2	0.5	1.6	3.6	-2.6	0.4	-1.6	-1.3	-13.5
CN(C)S(=O)(=O)c1cccc(NC(=O)c2ccccc2SCC(=O)N2CCCC2)c1	0.3	1.5	2.8	1.5	3.2	-3.1	-0.4	-0.6	-5.5	-1.1
COc1ccc(NC(=O)CN2CCN(c3ccccn3)CC2)cc1Cl	1.6	-5.2	4.5	-7.7	-6.3	-3.6	-2.0	-1.5	-4.6	-1.8
COc1cc(OC)nc(NC(=O)CSc2nnc(-c3ccccc3)n2C2CCCCC2)n1	-12.6	-0.1	-18.1	-0.5	5.2	0.0	0.1	-0.6	-9.7	-0.7
CC(OC(=O)C1CCN(S(=O)(=O)c2ccc3c(c2)OCCO3)CC1)C(=O)NC1(C#N)CCCCC1 (configuration not stated)	0.3	7.5	3.4	3.3	-2.3	2.9	-1.1	-2.8	-0.1	2.3
Cc1ccc(NC(=S)N(Cc2cccc(Br)c2)CC2CCC(C(=O)O)CC2)cc1Cl (configuration not stated)	-8.1	-48.8	-2.4	44.1*	-28.4	4.4	3.4	-4.5	12.1	-4.2
CC(C)NC(=O)C1(C)CCN1C(=O)c1ccccc1 (configuration not stated)	4.9	-6.5	4.7	-0.5	.	0.0	-0.5	-2.6	4.1	8.4
COc1ccc(CCNS(=O)(=O)c2cccc3nsnc23)cc1OC	2.9	5.2	4.1	-1.6	3.8	2.6	1.0	-2.7	3.3	-9.9
Cn1c(C(=O)N2CCCC(C(=O)NCc3cccs3)C2)cc2sccc21 (configuration not stated)	0.0	-3.6	6.9	-0.8	-1.8	3.0	-2.2	-3.8	-17.6	0.4
O=C(N=C1N(Cc2ccccc2)C[C@]2(C=C3CCCCC3n3c(=O)n(-c4ccccc4)c(=O)n32)N1C(=O)OCc1ccccc1)c1ccccc1 (some centres not stated)	-0.4	0.6	5.3	11.9	.	8.5	.	-3.3	.	.
O=C(O)c1ccccc1-c1ccccc1C(=O)NCc1ccco1	-2.5	2.2	3.3	4.4	-0.7	1.9	-2.8	3.8	-6.7	1.1
CC1CCC(C(C)C)C(OC(=O)COC(=O)c2cc(O)ccc2N)C1 (configuration not stated)	-7.8	26.4	4.4	5.3	17.9	-3.4	-2.4	1.5	6.6	-5.7
Cn1c(NC(=O)c2ccccc2)cc(=O)n(C)c1=O	-0.4	1.1	2.6	-0.5	3.0	0.4	-1.2	-1.1	10.2	-9.6

Full records, quoted from the list.
O=C(O)c1ccccc1-c1ccccc1C(=O)NCc1ccco1 as listed: NPR1 activator = -2.5; mABHD4 FP = 2.2; NPR2 activator = 3.3; rCAG RNA binder = 4.4; HTRA1 inhibitor = -0.7; Rev-erbA mod = 1.9; PG9 binder = -2.8; SMARCA2 act = 3.8; ASAP1 GAP inh = -6.7; ARFGAP1 inh = 1.1
COc1ccc(CCNS(=O)(=O)c2cccc3nsnc23)cc1OC as listed: NPR1 activator = 2.9; mABHD4 FP = 5.2; NPR2 activator = 4.1; rCAG RNA binder = -1.6; HTRA1 inhibitor = 3.8; Rev-erbA mod = 2.6; PG9 binder = 1.0; SMARCA2 act = -2.7; ASAP1 GAP inh = 3.3; ARFGAP1 inh = -9.9
